# Mot1-301 SUMO – yeast Mot1-301 growth rescue at high temperature, primary screen, SUMOylation pathway inhibitor project, S. cerevisiae, ATP luminescence, 38.5C; S. cerevisiae Mot1-301 growth rescue; percent above DMSO median, 100 means doubled; AID 2716, 2010; growth rescue, % at 18.8 µM; 320,000 compounds, 1% hits;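 active means every valid replicate shows activation above 250% relative to neutral control wells; inactive means the rest, any valid replicate at or below 250%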;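 further: OY570 slx delta 5 strain wells were the positive control but not used for scaling; some compounds called inactive have numbers as strong as hits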
# Ecoli viability – E. coli V3065 growth inhibition, primary screen, counter-screen for AddAB inhibitor project, absorbance, OD600; inhibition, % at 11.9 µM; AID 449728, 2010; 18 h; 330,000 compounds, 0.27% hits;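 active means inhibition above the campaign's mean inhibition across all tested compounds plus 3 SD, cut at about 9.9% in these data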;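 further: uninfected addAB+ strain grown without phage in ampicillin broth; 0% = DMSO wells and 100% = ciprofloxacin 0.95 µg/ml wells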
# AddAB inh – growth inhibition of E. coli expressing H. pylori AddAB, primary screen, AddAB inhibitor project, absorbance. inhibition, % at 11.9 µM. 330,000 compounds, 0.29% hits; in the data active means inhibition above about 12%;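 further: 0% = vehicle wells of infected cells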
# * marks the source's active call; other numbers are inactive results.
smiles	Mot1-301 SUMO	Ecoli viability	AddAB inh
C#CCOCCOCCOCCNc1nc(N2CCN(C(=O)[C@H]([C@@H](C)CC)n3cc([C@@H](N)Cc4ccc(O)cc4)nn3)CC2)nc(N2CCN(C(=O)[C@H](CCCCN)n3cc([C@@H](N)CO)nn3)CC2)n1	-23	-3.2	2.2
NS(=O)(=O)c1ccc(CNC(=O)/C=C/c2c(Cl)cccc2Cl)cc1	-16	-1.2	1.3
Cc1ccc(OCC(=O)n2cnnc2N)c(C)c1	-4	-0.3	-1.1
Cc1ccn(C(=O)c2cc3ccccc3oc2=O)n1	-18	0.2	1.6
Cc1cccc(CN2CCN(CCCc3ccccc3)CC2)c1	-7	0.7	2.0
C[C@@H]1NC(=O)c2cc([N+](=O)[O-])cc(I)c2OCC[C@@H](C(=O)NC(CC(=O)O)C(N)=O)NC(=O)[C@H](CC(N)=O)NC1=O (stereo partly specified)	-1	-1.2	2.7
CCOC(=O)c1ccc(N2C(=O)CC(NC3CCN(C(=O)c4cccc(Cl)c4)CC3)C2=O)cc1 (stereo unspecified)	21	-0.7	4.5
CCN(CC)c1ccc2cc(/C(N)=N/NC(=O)c3cccs3)c(=O)oc2c1	2	-1.4	2.0
OC[C@H]1O[C@@H](Oc2cc(O)cc(/C=C/c3ccc(O)cc3)c2)[C@H](O)[C@@H](O)[C@@H]1O	13	-2.0	-1.6
Cc1sc(/N=C/c2c(O)ccc3ccccc23)c(C#N)c1C	11	-0.6	-1.8
CCC1Oc2ccc(C)cc2N(CC(=O)N2CCN(c3ccc(F)cc3)CC2)C1=O (stereo unspecified)	7	-1.2	2.0
O=C(NC1CCCCC1)NC1CC2CCC(C1)N2C(=O)NCc1ccccc1 (stereo unspecified)	-13	-0.9	1.2
Cc1ccc(-n2nc(C)c3c(=O)[nH]c(C(F)(F)F)nc32)cc1	8	0.9	2.7
CCOC(=O)C1=C(c2ccccc2)NC(=S)NC1c1ccc(Cl)c([N+](=O)[O-])c1 (stereo unspecified)	22	-2.6	1.5
COc1ccc2c(c1)O[C@@H](c1cccc(C(F)(F)F)c1)[C@H](OC(=O)Nc1ccc(OC(F)F)cc1)C2=O	-12	0.9	1.1
COc1ccc(C2C=C(c3ccc(Cl)cc3)Nc3nc(NC(C)=O)nn32)cc1 (stereo unspecified)	-2	-1.7	2.4
Cc1occc1C(=O)N=Nc1c(O)[nH]c2ccc(Br)cc12	7	0.9	3.1
O=C(N/N=C/c1sc(N2CCOCC2)nc1-c1ccccc1)c1ccccc1F	219	-0.7	-1.5
CC1(C)C2CC[C@]3(C)C(CC=C4[C@@H]5C[C@@](C)(CO)[C@@H](O)C[C@]5(C(=O)O)CC[C@]43C)[C@@]2(C)CC[C@@H]1O (stereo partly specified)	-10	-1.8	4.5
Cc1noc(/C=C/N(C)C)c1S(=O)(=O)N(C)CC(=O)N1CCc2ccccc21	-14	-1.3	-0.3
COc1cc(/C=C(\C#N)C(=O)Nc2cccc3ncccc23)ccc1O	-22	1.2	1.6
CCOc1ccc(C2C=C(c3ccc(C)cc3)Nc3ncnn32)cc1 (stereo unspecified)	-13	-1.9	0.1
O=C(CN1N=C(c2ccc(Cl)cc2)CCC1=O)NCc1cccs1	0	-0.2	1.1
CC(=O)C1=C(O)C(=O)N(CCCN2CCOCC2)C1c1ccccc1[N+](=O)[O-] (stereo unspecified)	-9	1.9	1.0
COc1ccc2c(c1)CCNC2Cc1ccc(OC)c(O)c1 (stereo unspecified)	-6	-1.0	1.6
C[C@H]1CC[C@H]2C(=O)N[C@H](Cc3ccccc3)C(=O)N2[C@@H]1c1ccccc1	-18	0.3	0.2
O=S(=O)(O)Oc1c[nH]c2ccccc12	-7	-2.1	-0.9
O=C(Nc1ccc(Cl)cc1)[C@@H]1[C@@H]2C(=O)N(c3ccc(Cl)cc3Cl)C(=O)[C@@H]2[C@H]2C=CC=NN21	36	-0.8	2.4
Cc1sc2nc(-c3ccccc3)[nH]c(=O)c2c1-c1ccccc1	289	0.6	3.7
O=S(=O)(c1ccc(F)cc1)N1CCCc2ccccc21	2	0.7	0.5
COc1cc(CNCCN2CCOCC2)ccc1OCc1c(Cl)cccc1Cl	-14	-1.8	-1.0
CCN1C(=NCc2cc(OC)c(OC)c(OC)c2)N[C@@H](c2ccccc2)[C@H](C(=O)OC)[C@H]1C	-11	0.8	2.6
Clc1ccccc1CSc1nncn1-c1cccnc1	74	2.8	1.0
O=C1CCCC(=O)N1c1ccc(N2CCN(c3ccc([N+](=O)[O-])cc3)CC2)c([N+](=O)[O-])c1	-1	0.6	4.2
COc1ccc(C(=O)N(C)C2CCN(C)CC2)cc1S(=O)(=O)Nc1cc(Cl)ccc1Cl	-13	0.1	-0.3
CC(=O)Nc1ccc(Cc2ccc3[nH]c(=O)cc(C)c3c2)cc1	-14	0.0	-1.4
Nc1ccc(Br)c2c1C(=O)c1ccccc1C2=O	-8	-4.5	-1.0
CCCC(=O)Nc1nn(C)c2nc3cc(C)ccc3cc12	-4	-1.4	0.4
Cc1[nH]c2ccccc2c1C(=O)CN1CC(C)OC(C)C1 (stereo unspecified)	180	-1.2	3.8
C#CCOCCOCCOCCNc1nc(N2CCN(C(=O)[C@H]([C@@H](C)CC)n3cc([C@@H](N)CO)nn3)CC2)nc(N2CCN(C(=O)[C@H](Cc3cc4ccccc4[nH]3)n3cc([C@@H](N)Cc4ccc(O)cc4)nn3)CC2)n1	-1	-2.1	-5.8
O=C(COC(=O)c1cccc([N+](=O)[O-])c1)c1ccc2c(c1)OCO2	-10	0.9	-2.6
Cc1[nH]c2ccccc2c1-c1nc(-c2ccc(Cl)cc2)nnc1-c1ccccc1	3	-0.7	2.9
CN(C)C=Nc1ccccc1C1C=NNC1=O (stereo unspecified)	-7	0.8	0.1
COc1ccc(CCNC(=O)CSc2nnc(-c3ccco3)c(-c3ccco3)n2)cc1OC	21	-2.5	0.8
O=C(CSc1nnnn1-c1ccc(O)cc1)N1N=C(c2ccc3ccccc3c2)CC1c1ccccc1 (stereo unspecified)	11	-2.8	-0.8
COc1ccccc1N1CCN(C(=O)CSc2nnc3c4ccccc4nc(Cc4ccccc4)n23)CC1	882	1.1	-0.6
O=S(=O)(Nc1ccc(O)c2ccccc12)c1ccc(Br)cc1	-31	-1.4	2.0
COc1cc(NC(=O)c2ccccc2-c2ccccc2)cc(OC)c1OC	-2	-0.2	1.2
CCOc1ccc(-c2c(=O)n(OCc3ccc([N+](=O)[O-])cc3)c3ccccc3[n+]2[O-])cc1	-11	1.2	2.3
CC/C(=N\NC(C)=O)c1ccc(OC(F)F)cc1	5	3.7	-0.1
CCCOc1ccc(N2C(=O)CC(N3CCC(c4nc5ccccc5o4)CC3)C2=O)cc1 (stereo unspecified)	-14	1.2	4.1
CCOC(=O)c1ccc(Cl)c(NC(=O)c2cccnc2)c1	54	-0.7	1.9
O=C(O[C@H]1[C@H](Oc2ccccc2COC(=O)C2(O)C=CCCC2=O)O[C@H](CO)[C@@H](O)[C@@H]1O)c1ccccc1 (stereo partly specified)	-4	-0.9	-0.6
CCN(CC)S(=O)(=O)c1ccc(Cl)c(C(=O)Nc2cc(C)nn2-c2ccccc2C(F)(F)F)c1	-6	-0.5	3.4
CCOC(=O)C(C)(C)N(Cc1ccc(Cl)cc1)S(=O)(=O)c1ccc(Cl)c([N+](=O)[O-])c1	7	2.1	2.2
Cc1c(C(=O)N2CCN(c3ccccc3)CC2)sc2ncnc(N3CCC(C)CC3)c12	3	0.7	0.4

# The list continues.
smiles	Mot1-301 SUMO	Ecoli viability	AddAB inh
O=C(Nc1ccc(C2=NCCN2)cc1)c1ccc(Cl)c(C(=O)Nc2ccc(C3=NCCN3)cc2)c1	-10	-6.0	-1.3
COc1ccc(C2CC(=O)c3cnc(N4CCc5ccccc54)nc3C2)cc1OC (stereo unspecified)	-4	2.5	8.6
N#C/C(=C/c1ccc(-c2cc(C(=O)O)cc(C(=O)O)c2)o1)c1nc2ccccc2s1	1	-0.8	-2.9
Cc1ccccc1CSc1nc2c(c(=O)[nH]1)CCCC2	0	1.4	0.8
Cn1c(C(=O)N2CCCc3ccccc32)cc2c(=O)n3ccccc3nc21	-14	-1.1	1.8
COc1cc(C)c(Cl)cc1S(=O)(=O)NC1CC(C)(C)NC(C)(C)C1	-3	0.5	2.1
O=C(CCC(=O)N(CC(=O)NC1CCCCC1)c1ccc2c(c1)OCCO2)Nc1ccccn1	5	-2.4	2.0
COc1cccc([C@@H]2Oc3ccc(OC)cc3C(=O)[C@H]2OC(=O)Nc2cc(OC)c(OC)c(OC)c2)c1	-1	-1.6	-1.4
CCCNC(=O)OC[C@H]1O[C@H](CCO/N=C/[C@@H](OC)[C@H](C)/C=C/CC(=O)OC)C=C[C@@H]1Oc1ccc(OC)cc1	3	-1.5	0.6
COCCn1c(-c2ccccc2)nc2c(c(=O)c3ccccc3n2C)c1=O	-12	1.3	4.3
COc1ccccc1-c1nc(SCC(=O)NCC2CCCO2)c2c(=O)n(C)c(=O)n(C)c2n1 (stereo unspecified)	-10	-1.5	4.8
O=S(=O)(c1ccccc1)N1N=C(c2ccccc2)CC1c1ccco1 (stereo unspecified)	116	1.8	2.1
COC(=O)C1=C(C)N(Cc2ccco2)C(=O)N[C@H]1c1ccc(Br)cc1	-10	-0.8	2.7
O=C(COC(=O)/C=C/c1ccc(Br)o1)Nc1ccccc1F	128	-0.8	-1.1
COC(=O)CCCC1=CC2=CC(=O)C(C)(OC(=O)c3cnc4ccccc4n3)C(=O)C2=CO1 (stereo unspecified)	4	-0.8	2.3
CC(C)c1nc(CN(C)C(=O)N[C@H](C(=O)N[C@@H](Cc2ccccc2)C[C@H](O)[C@H](Cc2ccccc2)NC(=O)OCc2cncs2)C(C)C)cs1	7	0.7	0.2
CCOC(=O)C(NC(C)=O)(N1CCOCC1)C(F)(F)F (stereo unspecified)	-8	0.1	2.4
COc1ccc(CNS(=O)(=O)c2ccccc2Br)cc1	32	1.3	1.4
COCCN1C(=O)N[C@H](c2cccc(C(F)(F)F)c2)C(C(=O)OC)=C1C	-6	-0.8	4.3
CC(=O)N[C@@H](C)c1nc2ccccc2n1CCNC(=O)[C@H]1CCCN1c1nc(CN2CCCCC2)cs1	-4	-0.1	-1.8
CC(=O)[C@]1(O)Cc2c(O)c3c(c(O)c2[C@@H](O[C@H]2C[C@H](N)[C@H](O)[C@H](C)O2)C1)C(=O)c1ccccc1C3=O	-20	5.3	3.6
[O-][n+]1c2c(nc3c1-c1ccccc1C3O)CCCC2 (stereo unspecified)	-26	0.5	3.3
CCOC(=O)N1CCN(C(=O)CSc2nnc(-c3ccc(Cl)s3)o2)CC1	7	0.4	3.5
CCOC(=O)c1cc(-c2ccc(C)c([N+](=O)[O-])c2)nc2c1c(=O)n(C)c(=O)n2C	16	2.8	0.8

# Compound profiles, from the list above. Values in the order: Mot1-301 SUMO	Ecoli viability	AddAB inh
# COc1ccc(C2C=C(c3ccc(Cl)cc3)Nc3nc(NC(C)=O)nn32)cc1 (stereo unspecified) across the screens: -2	-1.7	2.4
# Cc1ccccc1CSc1nc2c(c(=O)[nH]1)CCCC2 across the screens: 0	1.4	0.8
# Cc1noc(/C=C/N(C)C)c1S(=O)(=O)N(C)CC(=O)N1CCc2ccccc21 across the screens: -14	-1.3	-0.3
# O=S(=O)(O)Oc1c[nH]c2ccccc12 across the screens: -7	-2.1	-0.9
# O=C(Nc1ccc(C2=NCCN2)cc1)c1ccc(Cl)c(C(=O)Nc2ccc(C3=NCCN3)cc2)c1 across the screens: -10	-6.0	-1.3

# Later entries
smiles	Mot1-301 SUMO	Ecoli viability	AddAB inh
O=C(/C=C/c1ccccc1)NC1CC2CCCC(C1)N2Cc1ccccc1 (stereo unspecified)	-29	-1.9	0.7
CC(Cc1ccccc1)(NC(=O)CN)c1ccccc1 (stereo unspecified)	-6	0.1	-1.1
c1ccc2c(c1)-c1cccc3c1c-2cc1ccccc13	-7	-1.2	-0.3
COC(=O)CCC(=O)OC1(C)C(=O)C2=CN(CC(C)C)C(c3ccc(OC)cc3)=CC2=C(Br)C1=O (stereo unspecified)	-8	0.2	-0.6
CCCCn1c(=O)[nH]c(=O)c2c1nc(-c1ccc(CC)c([N+](=O)[O-])c1)n2C	6	-0.1	-1.9
CC(C)c1cc(-c2cc(C(=O)Nc3ccccc3)on2)nc(NCC2CC2)n1	97	-2.1	2.5
CCc1ccc2nc3sc(C(=O)N4CCc5ccccc54)c(N)c3cc2c1	12	-1.1	0.5
CC(C)C(=O)c1cc2c(cc1NC(=O)Nc1cccc3ccccc13)OCCO2	121	1.7	2.2
CCOc1ccc(C2C(C(=O)c3cccs3)=C(O)C(=O)N2CCCn2ccnc2)cc1 (stereo unspecified)	8	-0.1	1.9
O=C(/C=C/c1ccc2c(c1)OCO2)Nc1nc(-c2ccc(F)cc2)cs1	-5	-0.3	1.3

# A portion of the library; the hit share may differ from the screen's.
